FLuc stim CS – firefly luciferase counter-screen for stimulation assays; P08659; ATPlite luciferase biochemical, luminescence, 10 min; 0 = ATP-free wells, 1 = DMSO control; activation factor at 10 µM; 200,000 tested, under 10 active;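 active means luciferase activation factor, scaled between plate controls, of at least 2 with compound at 10 µM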
Target sequence (P08659 whole entry, looked up): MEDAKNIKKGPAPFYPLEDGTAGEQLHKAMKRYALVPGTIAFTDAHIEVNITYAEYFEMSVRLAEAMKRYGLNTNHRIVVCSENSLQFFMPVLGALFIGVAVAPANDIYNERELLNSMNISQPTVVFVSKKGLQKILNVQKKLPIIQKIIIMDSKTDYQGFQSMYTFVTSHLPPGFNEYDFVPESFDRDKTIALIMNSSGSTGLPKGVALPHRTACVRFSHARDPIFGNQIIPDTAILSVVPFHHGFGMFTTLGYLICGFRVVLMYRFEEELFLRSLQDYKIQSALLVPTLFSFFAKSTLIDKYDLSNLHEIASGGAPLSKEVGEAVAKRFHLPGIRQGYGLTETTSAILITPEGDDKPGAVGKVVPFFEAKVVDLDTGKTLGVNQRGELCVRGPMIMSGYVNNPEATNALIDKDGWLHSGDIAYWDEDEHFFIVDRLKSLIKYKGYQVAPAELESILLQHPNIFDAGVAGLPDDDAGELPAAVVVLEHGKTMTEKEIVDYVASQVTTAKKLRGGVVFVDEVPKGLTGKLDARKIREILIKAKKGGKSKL
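System: luciferase plus luciferin reagent, cell-free; medium: PBS as buffer for the ATP substrate; dosing: test compounds dosed from 2 mM stocks in 100% DMSO; timing: 10 min post-reagent at room temperature; measured by: luminescence measurement of luciferase light output; evaluation: luciferase activation, seen as luminescence increase over controls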
RAM inhibit – inhibitors of the yeast RAM network | S. cerevisiae dse1pr::URA3 reporter, 5-FOA growth OD615, 2 d; analog-sensitive cbk1-as2 kinase mutant strain | inhibition, % at 50 µM | actives 1.8% (n = 190,000);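 active means inhibition above a set limit, 3 SD over mean compound inhibition, cut at about 8.4% in these data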;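 further: 0% = DMSO-only wells with no growth and 100% = 10 µM 1-NA-PP1 full growth; inhibition rescues growth on 5-FOA so higher OD means more RAM inhibition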
APP transl inh – APP translation inhibition; actives 0.82% (n = 190,000); SH-SY5Y APP 5'UTR-luciferase reporter, luminescence; inhibition, % at 2 µM;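 active means inhibition above a set limit, derived from the sample mean plus 3 SD, cut at about 45% in these data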; further: values of inactives mirror those of a sister screen read the other way
FLuc inh counter – Photinus pyralis luciferase inhibition counter-screen. AID 1006. inhibition, % at 10 µM. actives 1.5% (n = 200,000). P08659. ATPLite firefly luciferase biochemical luminescence, 10 min;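 active means inhibition above about 50% when tested at 10 µM, limit read from the data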
TNAP inh hiacc – blocks human TNAP under high phosphate acceptor concentration | purified TNAP, CDP-star luminescence, 1 M DEA | inhibition, % at 20 µM | actives 0.03% (n = 200,000) | AID 1135;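 active means over 50% inhibition of tissue-nonspecific alkaline phosphatase at 20 µM in the single-dose screen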;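 further: plate controls were DMSO wells for no effect and EDTA-quenched wells as full inhibition for full effect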
Target sequence (P05186 whole entry, looked up): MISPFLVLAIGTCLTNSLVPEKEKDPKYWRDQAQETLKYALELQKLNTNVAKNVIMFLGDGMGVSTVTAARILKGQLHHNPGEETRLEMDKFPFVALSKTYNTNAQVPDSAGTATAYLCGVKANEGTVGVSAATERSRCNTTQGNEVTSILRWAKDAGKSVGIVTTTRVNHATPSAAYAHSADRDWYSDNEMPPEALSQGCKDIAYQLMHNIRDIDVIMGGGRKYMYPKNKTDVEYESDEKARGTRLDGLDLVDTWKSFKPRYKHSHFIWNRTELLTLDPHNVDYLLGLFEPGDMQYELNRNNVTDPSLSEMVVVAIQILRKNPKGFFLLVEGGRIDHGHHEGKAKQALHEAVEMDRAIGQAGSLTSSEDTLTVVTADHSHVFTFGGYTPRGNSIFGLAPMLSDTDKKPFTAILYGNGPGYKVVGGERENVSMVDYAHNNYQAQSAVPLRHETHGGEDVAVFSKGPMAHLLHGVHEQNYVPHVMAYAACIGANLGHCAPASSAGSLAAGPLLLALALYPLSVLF
bIAP act – increases bovine intestinal alkaline phosphatase activity; purified bovine IAP, CDP-star luminescence, 30 min; hits give high values; fold of DMSO-control signal, blank-subtracted; activation factor at 20 µM; AID 1016; actives 0.17% (n = 200,000);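 active means activation factor of 2 or more at 20 µM, a signal rise over negative controls twice the positive control's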
TNAP act hi DEA – activators of human TNAP at high phosphate acceptor concentration | P05186 | purified TNAP, CDP-star luminescence, 1 M DEA, 30 min; hits give high values; 0 = EDTA background, 1 = DMSO-only activity | activation factor at 20 µM | 200,000 tested, under 10 active | AID 1136;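 active means activation factor at least 2 at 20 µM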
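Measured by: Luminescent substrate turnover signal | Test system: Human TNAP | Input: TNAP 1/800 final | Dosing: 20 µM single point | Schedule: 30 min, room temperature | Controls: EDTA wells as negative control, DMSO wells as positive control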
Lmaj promast – Leishmania major promastigote growth inhibition. Leishmania major promastigotes, resazurin fluorescence viability. inhibition, % at 10 µM. actives 9% (n = 200,000); in the data active means inhibition above about 50%;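 further: promastigotes grown with compound for 44 hours at 28 °C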
TNAP inh no acc – inhibitors of human TNAP without phosphate acceptor; P05186; purified TNAP, CDP-star luminescence, 30 min; inhibition, % at 20 µM; actives 0.26% (n = 200,000); AID 1012;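 active means tissue-nonspecific alkaline phosphatase inhibition above about 50% at 20 µM in the single-dose screen, limit read from the data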;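 further: 0% = DMSO negative control and 100% = EDTA positive control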
bIAP inhibitor – blocks bovine intestinal alkaline phosphatase activity; purified bovine IAP, CDP-star luminescence, 30 min; inhibition, % at 20 µM; 190,000 tested, under 10 active; AID 1019;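 active means over 50% inhibition of intestinal alkaline phosphatase at 20 µM in the single-dose screen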
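Assay system: bovine IAP enzyme; medium: DEA buffer 100 mM, pH 9.8, with MgCl2 1.0 mM, ZnCl2 0.02 mM; doses: 20 µM single dose; incubation: enzyme reaction for 30 min at room temperature; detection: CDP-star luminescence signal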
* marks the source's active call; other numbers are inactive results.

Screening Cc1nnc(SCC(=O)N2N=C(c3ccc(Cl)cc3)CC2c2ccco2)[nH]c1=O (stereo not given) returned FLuc stim CS 1, RAM inhibit 0.7, APP transl inh -13, FLuc inh counter 2, TNAP inh hiacc -2, bIAP act 1, TNAP act hi DEA 1, Lmaj promast 5, TNAP inh no acc 27 and bIAP inhibitor 3.
CC(c1nccs1)N(C)c1nc2nonc2nc1N(C)C (stereo not given) was read as FLuc stim CS 1.1, RAM inhibit 2.2, APP transl inh -23, FLuc inh counter -6, TNAP inh hiacc -2, bIAP act 1.3, TNAP act hi DEA 1, Lmaj promast -5, TNAP inh no acc -9 and bIAP inhibitor -28.
CCOC(=O)Nc1ccc2nc3n(c(=O)c2c1)CCCCC3 was read as FLuc stim CS 0.9, RAM inhibit 1.6, APP transl inh -32, FLuc inh counter 7, TNAP inh hiacc 1, bIAP act 1, TNAP act hi DEA 1, Lmaj promast 3, TNAP inh no acc -9 and bIAP inhibitor 0.
`O=c1c2cc(N3CCOCC3)ccc2[nH]c(=S)n1Cc1ccccn1` gave FLuc stim CS 1, RAM inhibit 2.0, APP transl inh -12, FLuc inh counter 4, TNAP inh hiacc -4, bIAP act 0.9, TNAP act hi DEA 1, Lmaj promast 12, TNAP inh no acc -8 and bIAP inhibitor 11.
For CCOC(=O)c1c(C)[nH]c(C(=O)COc2ccc3c(c2)OCO3)c1C the results were FLuc stim CS 0.9, RAM inhibit 5.7, APP transl inh -8, FLuc inh counter 6, TNAP inh hiacc -9, bIAP act 0.9, TNAP act hi DEA 1.1, Lmaj promast 0, TNAP inh no acc -17 and bIAP inhibitor 12.
Screening CCCc1n[nH]c2c1/C(=N\O)CCC2 returned FLuc stim CS 1, RAM inhibit -0.4, APP transl inh -11, FLuc inh counter -3, TNAP inh hiacc -2, bIAP act 1, TNAP act hi DEA 1, Lmaj promast 14, TNAP inh no acc 2 and bIAP inhibitor 3.
`CCOC(=O)C1CCN(Cc2ccc(Cl)c(Cl)c2)CC1` gave FLuc stim CS 1, RAM inhibit 0.6, APP transl inh 3, FLuc inh counter -2, TNAP inh hiacc 2, bIAP act 1, TNAP act hi DEA 1, Lmaj promast 88*, TNAP inh no acc -6 and bIAP inhibitor -4.
O=C1CCCc2nn(-c3ccccc3)c(-c3ccncc3)c21 was read as FLuc stim CS 1, RAM inhibit 0.6, APP transl inh 0, FLuc inh counter -3, TNAP inh hiacc -5, bIAP act 1, TNAP act hi DEA 1.1, Lmaj promast 4, TNAP inh no acc -10 and bIAP inhibitor 2.
Screening CC1CCCCC1NC(=O)/C(C#N)=C/C=C/c1ccccc1[N+](=O)[O-] (stereo not given) returned FLuc stim CS 1.1, RAM inhibit 2.4, APP transl inh 5, FLuc inh counter -6, TNAP inh hiacc -6, bIAP act 1, TNAP act hi DEA 1.1, Lmaj promast 69*, TNAP inh no acc -11 and bIAP inhibitor 3.
`O=C(CCC(=O)OCC(=O)c1ccc(Br)cc1)Nc1cccc2cccnc12` gave FLuc stim CS 1, RAM inhibit 4.3, APP transl inh 5, FLuc inh counter -3, TNAP inh hiacc -1, bIAP act 0.9, TNAP act hi DEA 1, Lmaj promast -6, TNAP inh no acc -7 and bIAP inhibitor 5.
Cc1cccc2nc(-c3cccnc3)c(Nc3ccccc3)n12 was read as FLuc stim CS 1, RAM inhibit 1.1, APP transl inh 1, FLuc inh counter 4, TNAP inh hiacc -2, bIAP act 1, TNAP act hi DEA 1, Lmaj promast 15, TNAP inh no acc 10 and bIAP inhibitor 2.
Screening CCOC(=O)c1c(-c2cccs2)csc1NC(=O)CN(CC)CC returned FLuc stim CS 1, RAM inhibit -0.7, APP transl inh 7, FLuc inh counter -4, TNAP inh hiacc -6, bIAP act 0.9, TNAP act hi DEA 1.1, Lmaj promast 18, TNAP inh no acc -10 and bIAP inhibitor 10.
`O=c1c2ccccc2nc(-c2ccco2)n1-c1nc2ccccc2s1` gave FLuc stim CS 1, RAM inhibit 3.5, APP transl inh -4, FLuc inh counter 0, TNAP inh hiacc -2, bIAP act 0.8, TNAP act hi DEA 1, Lmaj promast -4, TNAP inh no acc -6 and bIAP inhibitor 18.
Cc1cc(=O)n(C)c(=O)n1CCCCCN1CCCC1 was read as FLuc stim CS 1, RAM inhibit -0.8, APP transl inh -10, FLuc inh counter -4, TNAP inh hiacc 0, bIAP act 0.9, TNAP act hi DEA 1, Lmaj promast -6, TNAP inh no acc -12 and bIAP inhibitor 7.
`O=C(CN1CCN(c2cccc(Cl)c2)CC1)Nc1ccc([N+](=O)[O-])cc1C(=O)Nc1ccccc1F` gave FLuc stim CS 1.1, RAM inhibit 1.5, APP transl inh -4, FLuc inh counter -6, TNAP inh hiacc 4, bIAP act 0.9, TNAP act hi DEA 1, Lmaj promast 1, TNAP inh no acc -6 and bIAP inhibitor 13.
Screening COc1ccc(/C=C/C(=O)OCC(=O)N2CC(=O)Nc3ccccc32)cc1 returned FLuc stim CS 1.1, RAM inhibit 0.2, APP transl inh -5, FLuc inh counter -6, TNAP inh hiacc 0, bIAP act 0.9, TNAP act hi DEA 1, Lmaj promast -5, TNAP inh no acc -7 and bIAP inhibitor 7.
For CC(=O)c1ccc(NC(=O)C(C)Sc2ccccn2)cc1 (stereo not given) the results were FLuc stim CS 1, RAM inhibit 0.4, APP transl inh -33, FLuc inh counter -1, TNAP inh hiacc -3, bIAP act 0.9, TNAP act hi DEA 1, Lmaj promast -2, TNAP inh no acc -9 and bIAP inhibitor 7.
`COc1ccc([N+](=O)[O-])cc1NC(=O)CN(C)S(=O)(=O)c1ccccc1` gave FLuc stim CS 1, RAM inhibit 4.0, APP transl inh 7, FLuc inh counter -5, TNAP inh hiacc -6, bIAP act 0.9, TNAP act hi DEA 1.1, Lmaj promast 4, TNAP inh no acc -6 and bIAP inhibitor 6.
Cn1c(CNc2nc3ccccc3n2C)nc2ccccc21 was read as FLuc stim CS 0.9, RAM inhibit 2.2, APP transl inh -30, FLuc inh counter 7, TNAP inh hiacc -3, bIAP act 1.7, TNAP act hi DEA 1, Lmaj promast 50*, TNAP inh no acc -10 and bIAP inhibitor -66.
CCS(=O)(=O)N1CCN(c2ccc([N+](=O)[O-])c(NCc3cccnc3)c2)CC1 was read as FLuc stim CS 1.1, RAM inhibit 0.1, APP transl inh -14, FLuc inh counter -8, TNAP inh hiacc 10, bIAP act 0.9, TNAP act hi DEA 0.9, Lmaj promast 3, TNAP inh no acc 6 and bIAP inhibitor 14.
CSc1sc(C(=O)O)c(C)c1C(C)=O was read as FLuc stim CS 1, RAM inhibit 0.1, APP transl inh -12, FLuc inh counter -2, TNAP inh hiacc -8, bIAP act 0.9, TNAP act hi DEA 1.1, Lmaj promast 5, TNAP inh no acc -18 and bIAP inhibitor 8.
`O=Cc1ccccc1-n1cncn1` gave FLuc stim CS 1.1, RAM inhibit 0.6, APP transl inh 0, FLuc inh counter -7, TNAP inh hiacc -6, bIAP act 1, TNAP act hi DEA 1.1, Lmaj promast -2, TNAP inh no acc -10 and bIAP inhibitor 4.
CCN1CCN(Cc2c(O)ccc3c(=O)c(-c4ccccc4OC)coc23)CC1 was read as FLuc stim CS 1.1, RAM inhibit 0.8, APP transl inh -18, FLuc inh counter -8, TNAP inh hiacc -6, bIAP act 1, TNAP act hi DEA 1.1, Lmaj promast 34, TNAP inh no acc -10 and bIAP inhibitor 4.
CC(=O)c1ccc(-c2ccc(C(=O)N3CCCc4ccccc43)o2)cc1 was read as FLuc stim CS 1.1, RAM inhibit 9.4*, APP transl inh -30, FLuc inh counter -6, TNAP inh hiacc -1, bIAP act 1.1, TNAP act hi DEA 1, Lmaj promast 5, TNAP inh no acc -8 and bIAP inhibitor -8.

The list goes on; the last 2 above are carried over.
CCN1CCN(Cc2c(O)ccc3c(=O)c(-c4ccccc4OC)coc23)CC1 was read as FLuc stim CS 1.1, RAM inhibit 0.8, APP transl inh -18, FLuc inh counter -8, TNAP inh hiacc -6, bIAP act 1, TNAP act hi DEA 1.1, Lmaj promast 34, TNAP inh no acc -10 and bIAP inhibitor 4.
CC(=O)c1ccc(-c2ccc(C(=O)N3CCCc4ccccc43)o2)cc1 was read as FLuc stim CS 1.1, RAM inhibit 9.4*, APP transl inh -30, FLuc inh counter -6, TNAP inh hiacc -1, bIAP act 1.1, TNAP act hi DEA 1, Lmaj promast 5, TNAP inh no acc -8 and bIAP inhibitor -8.
Screening Cc1cc(/C=N/NC(N)=S)c(C)n1-c1ccc(Cl)c(Cl)c1 returned FLuc stim CS 1, RAM inhibit 2.0, APP transl inh 6, FLuc inh counter -4, TNAP inh hiacc -3, bIAP act 1.1, TNAP act hi DEA 1, Lmaj promast 100*, TNAP inh no acc -5 and bIAP inhibitor -6.
For O=C(COc1ccccc1F)NC1CC1 the results were FLuc stim CS 1.1, RAM inhibit 2.3, APP transl inh -9, FLuc inh counter -8, TNAP inh hiacc -7, bIAP act 0.9, TNAP act hi DEA 1.1, Lmaj promast -2, TNAP inh no acc -16 and bIAP inhibitor 10.
`Clc1ccc(-c2cnc(Oc3ccccc3)nc2)cc1` gave FLuc stim CS 0.9, RAM inhibit 2.4, APP transl inh -138, FLuc inh counter 10, TNAP inh hiacc 2, bIAP act 1, TNAP act hi DEA 1, Lmaj promast 1, TNAP inh no acc -8 and bIAP inhibitor 3.
For CC(=O)NC(CCS(C)(=O)=O)C(=O)Nc1ccc2c(c1)OCO2 (stereo not given) the results were FLuc stim CS 1.1, RAM inhibit 1.9, APP transl inh -33, FLuc inh counter -6, TNAP inh hiacc -4, bIAP act 0.9, TNAP act hi DEA 1, Lmaj promast -6, TNAP inh no acc -13 and bIAP inhibitor 14.
`CC(=O)NCc1ccc2[nH]c(C)cc2c1` gave FLuc stim CS 1, RAM inhibit 3.0, APP transl inh -2, FLuc inh counter -3, TNAP inh hiacc 2, bIAP act 0.8, TNAP act hi DEA 1, Lmaj promast -4, TNAP inh no acc 3 and bIAP inhibitor 15.
CCOc1ccc(OCc2cccc(C(=O)O)c2)cc1 was read as FLuc stim CS 0.1, RAM inhibit 2.3, FLuc inh counter 93*, TNAP inh hiacc 0, bIAP act 1, TNAP act hi DEA 1, TNAP inh no acc -9 and bIAP inhibitor 3.
`O=C(c1ccc2nc(N3CCCCC3)sc2c1)N1CCN(c2ccccn2)CC1` gave FLuc stim CS 1, FLuc inh counter -1, TNAP inh hiacc -6, bIAP act 1, TNAP act hi DEA 1.1, TNAP inh no acc -11 and bIAP inhibitor -4.
CN(CCCN1CCOCC1)Cc1nc(-c2ccccc2)no1 was read as FLuc stim CS 1, RAM inhibit 0.9, APP transl inh -5, FLuc inh counter -5, TNAP inh hiacc -6, bIAP act 0.9, TNAP act hi DEA 1.1, Lmaj promast 78*, TNAP inh no acc -16 and bIAP inhibitor 10.
`CCOC(=O)c1ccc(-n2ncc(C(=O)OCC)c2N)cc1` gave FLuc stim CS 1, RAM inhibit 2.2, APP transl inh -26, FLuc inh counter 0, TNAP inh hiacc -4, bIAP act 0.9, TNAP act hi DEA 1, Lmaj promast -3, TNAP inh no acc -13 and bIAP inhibitor 13.
Cc1ccccc1-n1nc(-c2ccc(N)cc2)cc1N was read as FLuc stim CS 1, RAM inhibit 1.1, APP transl inh 5, FLuc inh counter -2, TNAP inh hiacc -3, bIAP act 1, TNAP act hi DEA 1, Lmaj promast -4, TNAP inh no acc -1 and bIAP inhibitor -5.
